FLuc stim CS: firefly luciferase counter-screen for stimulation assays | AID 1027 | activation factor at 10 µM | 200,000 tested, under 10 active | ATPlite luciferase biochemical, luminescence, 10 min; 0 = ATP-free wells, 1 = DMSO control;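 active means luciferase activation factor, scaled between plate controls, of at least 2 with compound at 10 µM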
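Assay system: Luciferase/luciferin detection reagent, cell-free biochemical luciferase assay / Read-out: luciferase activation / Benchmarks: No-ATP low control, compound-free enzyme-plus-ATP high control / Medium: PBS buffer for ATP / Detection: luminescence measurement of luciferase light output / Schedule: 10 min at ambient temperature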
STAT1 act: activators of IFN-gamma induced STAT1 signaling; actives 2.6% (n = 200,000); activation (% of control), % at 5.5 µM; NIH 3T3 STAT1-luciferase reporter, luminescence; 100% = IFN-gamma alone, no compound;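 active means activation above the screen-wide mean activation plus 3 SD, cut at about 130% in these data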;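 further: raw ratio to IFN-gamma control signal so 100% means no change and 0% no light; values of inactives mirror those of a sister screen read the other way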
APP 5'UTR act: activates APP 5'UTR luciferase reporter. SH-SY5Y APP 5'UTR luciferase reporter, luminescence; zero percent = DMSO vehicle wells. activation, % at 2 µM. actives 1% (n = 190,000). AID 1276;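 active means activation above a set limit, based on mean plus 3 SD of controls, cut at about 140% in these data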; further: values of inactives mirror those of a sister screen read the other way
NF-kB neuron act: compounds increasing NF-kB expression in human neuronal cells; fold change at 12.5 µM; NF-kB reporter expression; active compounds read high; AID 1239; actives 1.6% (n = 190,000); in the data active means fold change above about 3.3
STAT1 inh: reduces IFN-gamma driven STAT1 reporter signal; NIH 3T3 STAT1-luciferase reporter, luminescence; inhibition, % at 5.5 µM; actives 0.35% (n = 200,000);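 active means inhibition above a set limit, the mean inhibition across all tested compounds plus 3 SD, cut at about 34% in these data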;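 further: 0% = IFN-gamma with DMSO and 100% = IFN-gamma with 300 µM nifuroxazide; values of inactives mirror those of a sister screen read the other way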
STAT3 inh: inhibitors of IL-6 induced STAT3 signaling | actives 0.89% (n = 190,000) | AID 862 | U3A cells, IL-6 STAT3-luciferase reporter, luminescence; host cell line lacks STAT1 | inhibition, % at 5.5 µM;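 active means inhibition above the mean inhibition across all screened compounds plus 3 SD, cut at about 44% in these data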;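 further: 0% = DMSO only wells and 100% = 100 µM nifuroxazide control wells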
FLuc inhib CS: inhibits firefly luciferase, flagging false hits in luciferase inhibition screens. AID 1006. P08659. inhibition, % at 10 µM. ATPLite firefly luciferase biochemical luminescence, 10 min. actives 1.5% (n = 200,000);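 active means inhibition above about 50% when tested at 10 µM, limit read from the data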
ROMK primary: modulators of human ROMK potassium channel; P48048; Tet-inducible ROMK, thallium flux fluorescence; actives lie on both sides; B-score at 10 µM; actives 2% (n = 130,000);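 active means signal ratio slope over the read window, or its plate-corrected B-score, at least 3 SD from the plate mean, either direction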;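 further: B-score of the F/F0 ratio slope over 7 to 12 s after thallium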
STAT3 activator: activators of IL-6 induced STAT3 signaling; U3A cells, IL-6 STAT3-luciferase reporter, luminescence; 100% = signal with IL-6 EC80 alone; actives 0.91% (n = 190,000); activation (% of control), % at 5.6 µM; AID 871;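 active means activation above the screen-wide mean of compound activation plus 3 SD, cut at about 130% in these data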;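 further: 0% = background luminescence of wells with medium and substrate only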
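Test system: Human STAT1-deficient U3A cells with stable STAT3-luciferase reporter | Also added: Interleukin-6, 33 ng/mL | Timing: Compound pre-incubation 1 h before IL-6, then 6 h stimulation at 37 °C | Technique: Luciferase reporter luminescence | Read-out: Percent of IL-6-only median luminescence | Benchmarks: IL-6-only wells as 100% reference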
APP transl inh: APP translation inhibition | actives 0.82% (n = 190,000) | inhibition, % at 2 µM | SH-SY5Y APP 5'UTR-luciferase reporter, luminescence;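 active means inhibition above a set limit, derived from the sample mean plus 3 SD, cut at about 45% in these data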; further: values of inactives mirror those of a sister screen read the other way
An asterisk follows results filed as active; x = not tested or not shown.

SMILES | FLuc stim CS | STAT1 act | APP 5'UTR act | NF-kB neuron act | STAT1 inh | STAT3 inh | FLuc inhib CS | ROMK primary | STAT3 activator | APP transl inh
CCN(CC)C(=O)C1CCC(CNS(=O)(=O)c2cccc3cccnc23)CC1 (stereo unspecified) | 1 | 99 | -5 | 1.2 | 1 | 5 | -4 | x | 100 | 5
O=C(Cc1ccc(Cl)cc1)NCCS(=O)c1ccc(Cl)cc1 (stereo unspecified) | 1.1 | 96 | 7 | 1.1 | 4 | -1 | -5 | x | 101 | -7
Cc1cc2ccccc2nc1SCC(=O)NC1CCCCC1 | 1 | 97 | 6 | 3.1 | 1 | 10 | 0 | -1.5 | 93 | -6
COc1cc(S(=O)(=O)Nc2cccc(C)c2)ccc1NC(=O)c1cccnc1 | 1 | 93 | 2 | 0.81 | 8 | -5 | -2 | 0.46 | 103 | -2
Cc1ccc2nc(C)cc(C(=O)Nc3nccs3)c2c1 | 0.7 | 96 | -2 | 1.1 | 5 | -1 | 28 | -0.11 | 101 | 2
COCCNC(=O)CCSCc1ccccc1F | 1.1 | 102 | 14 | 2.2 | -1 | -2 | -6 | -0.22 | 105 | -14
Cc1cccc(OCc2nc3ccccc3c(=O)n2N)c1 | 1 | 115 | 21 | 1.8 | -18 | 8 | 3 | -1.2 | 95 | -21
Cc1cccc(Oc2ccc(N)cc2)c1 | 1 | 102 | -7 | 1 | -2 | 5 | -3 | x | 97 | 7
Cn1c(-c2ccc3c(c2)OCO3)c(C(=O)O)c(=O)c2ccccc21 | 1.1 | 100 | -6 | 1 | 0 | 3 | -6 | 0.46 | 100 | 6
CC12COC3(C(N)=O)CC1CCC32C (stereo unspecified) | 1 | 95 | -1 | 0.97 | 5 | 8 | -1 | x | 92 | 0
O=C1OCC(c2ccccc2)=C1c1ccccc1[N+](=O)[O-] | 1.1 | 93 | 16 | 1.4 | 8 | -7 | -5 | 0.52 | 105 | -16
CCCCOC(=O)C(C#N)c1nc2ccccc2nc1N1CCOCC1 (stereo unspecified) | 1.1 | 96 | 9 | 1 | 5 | 27 | -5 | x | 85 | -9
CC(C)c1ccc(N(CC(=O)NCC2CCCO2)C(=O)Cn2nnc(-c3cccs3)n2)cc1 (stereo unspecified) | 1.1 | 103 | -11 | 1.1 | -4 | 9 | -9 | -2.4 | 102 | 11
COc1ccccc1OCCC(=O)OCC(=O)Nc1cc(S(=O)(=O)N(C)C)ccc1Cl | 1 | 90 | 19 | 1.1 | 10 | 4 | 5 | -1.1 | 100 | -19
COc1ccc(NC(=O)CSC2=NC(=O)CC(C)=N2)cc1 | 1 | 99 | -8 | 1.2 | 1 | 2 | -1 | 1.1 | 101 | 8
COCc1cc(Sc2ccc(Br)cc2)nc(-c2ccccc2)n1 | 1.1 | 94 | 3 | 1.1 | 7 | -5 | -8 | x | 104 | -3
CC(C)(C)CC(=O)Nc1cc(S(=O)(=O)N2CCCCCC2)ccc1Cl | 1.1 | 98 | -6 | 0.9 | 2 | 8 | -6 | -1.6 | 100 | 6
CCCCCCCCCc1nc2sc3c(c2c(=O)n1NC(=O)c1ccc([N+](=O)[O-])cc1)CC(C)(C)OC3 | 1 | 96 | 13 | 1.2 | 4 | -2 | -2 | 1.4 | 102 | -13
Clc1ccc(CNc2nnnn2-c2ccccc2)c(Cl)c1 | 1.1 | 89 | -8 | 0.94 | 12 | 6 | -9 | -0.25 | 92 | 8
NNC(=O)COc1ccc(-c2n[nH]c(C(F)(F)F)c2-c2ccc(Br)cc2)c(O)c1 | 1 | 104 | 8 | 0.96 | -5 | -6 | -1 | x | 108 | -8
Cc1[nH][nH]c(=O)c1C=NCc1ccc(Cl)cc1 | 1 | 98 | 13 | 1 | 0 | 15 | -2 | -0.2 | 93 | -13
FC(F)(F)c1nc(N2CCCC2)ncc1-c1nnnn1-c1ccccc1 | 1.1 | 88 | -3 | 0.84 | 13 | 31 | -8 | -0.55 | 79 | 3
O=C(Nc1cccc(Cl)c1)Nc1cccc(Cl)c1 | 1 | 91 | 3 | 1.1 | 9 | 15 | -4 | x | 89 | -3
COCc1c(C#N)c(NCCc2ccccc2)nc(C)c1[N+](=O)[O-] | 1 | 91 | 12 | 1 | 10 | -13 | 4 | x | 111 | -12
Cc1c(NC(=O)c2cccs2)cccc1C(=O)O | 1.1 | 104 | 32 | 1.2 | -4 | 0 | -8 | x | 104 | -32
O=C(COC(=O)/C=C/c1ccc(F)cc1)Nc1cc(C(F)(F)F)ccc1N1CCOCC1 | 1.1 | 99 | 4 | 1 | 2 | 4 | -7 | 0.46 | 96 | -4
COc1ccc(C(=O)N(Cc2nc(-c3ccc(C)cc3)no2)C2CCCCC2)cc1OC | 1.1 | 102 | 2 | 1.1 | -3 | 2 | -8 | x | 103 | -2
COC(=O)c1cc(=O)n(CCc2ccccc2F)c(=Nc2ccc(F)c(Cl)c2)s1 | 1 | 103 | -9 | 1.1 | -3 | 14 | -5 | x | 93 | 9
CCN(c1ccccc1)S(=O)(=O)c1ccc(Oc2ccc(-n3ccnc3)cc2)nc1 | x | 97 | -2 | 0.71 | 3 | 13 | x | 0.028 | 91 | 2
CCCn1nnc(NC(=O)c2ccc(F)cc2)n1 | 1 | 114 | 4 | 1.5 | -15 | -2 | 0 | x | 104 | -4
CC(=O)Nc1nnc(S(N)(=O)=O)s1 | 1 | 101 | -5 | 1.2 | -1 | 1 | -2 | x | 102 | 5
Cc1cccc(/C=N/NC(=O)CNc2cccc3ccccc23)n1 | 1 | 116 | 7 | 1 | -17 | -13 | 0 | 0.019 | 114 | -7
C/C(CCc1ccc2c(c1)OCO2)=N\NC(=O)c1ccccc1Br | 1.1 | 105 | 15 | 1.3 | -5 | 3 | -8 | 0.4 | 105 | -15
COc1ccc(Cc2nnc(NC(=O)c3cccc([N+](=O)[O-])c3)s2)cc1 | 1 | 107 | -5 | 1.4 | -8 | -1 | 4 | x | 103 | 5
CC(C)c1ccc(NC(=O)C(c2ccccc2)N2CCC3(CC2)OCCO3)cc1 (stereo unspecified) | 1 | 116 | 0 | 0.83 | -17 | -9 | 4 | x | 112 | 0
O=C(NCCOc1nc(N2CCOCC2)nc(N2CCOCC2)n1)Nc1ccc(Cl)cc1 | 1.1 | 100 | -9 | 1 | 0 | 17 | -6 | -0.77 | 90 | 9
Cc1ccc(S(=O)(=O)N2CCN=C2SCc2cccnc2)cc1 | 1 | 91 | 14 | 1.1 | 8 | 6 | -1 | x | 98 | -14
CC(=O)Nc1ccc(CN2CCN(Cc3ccc(F)c(F)c3)C(CCO)C2)cc1 (stereo unspecified) | 1 | 100 | -11 | 1.2 | -1 | 12 | -2 | 0.69 | 99 | 11
Cn1c(=O)c2c(nc(N3CCc4ccccc4C3)n2Cc2ccccc2F)n(C)c1=O | 1.1 | 103 | 3 | 0.66 | -3 | 0 | -8 | x | 104 | -3
N#CC(=C1N=c2ccccc2=N1)c1c(O)[nH]c2ccccc12 | 1 | 111 | 10 | 1.4 | -12 | -15 | 1 | 0.43 | 119 | -10

Whole records, looked up by structure. Values in the order: FLuc stim CS, STAT1 act, APP 5'UTR act, NF-kB neuron act, STAT1 inh, STAT3 inh, FLuc inhib CS, ROMK primary, STAT3 activator, APP transl inh
Record of Cc1cccc(/C=N/NC(=O)CNc2cccc3ccccc23)n1 : 1, 116, 7, 1, -17, -13, 0, 0.019, 114, -7
Record of Cc1c(NC(=O)c2cccs2)cccc1C(=O)O : 1.1, 104, 32, 1.2, -4, 0, -8, x, 104, -32

Further compounds.
SMILES | FLuc stim CS | STAT1 act | APP 5'UTR act | NF-kB neuron act | STAT1 inh | STAT3 inh | FLuc inhib CS | ROMK primary | STAT3 activator | APP transl inh
COc1cc(S(=O)(=O)n2c(C)nc3ccccc32)ccc1F | 1.1 | 94 | 0 | 1 | 4 | 0 | -6 | -1.3 | 101 | 0
S=C(NCCSCc1c(Cl)cccc1Cl)Nc1ccccc1 | 1 | 96 | -11 | 0.99 | 4 | 32 | 2 | x | 81 | 11
O=C(Nc1ccc(CN2CCOCC2)cc1)c1ccc(N2CCCC2)c([N+](=O)[O-])c1 | 1 | 90 | 0 | 0.93 | 9 | 12 | 3 | -0.77 | 93 | 0
COCCn1c(C)cc(C(=O)CSc2nnc(C)s2)c1C | 0.3 | 64 | 22 | 1.3 | 39* | 92* | 70* | x | 26 | -22
Cc1cccc(N=C2NN=C(c3c(C)[nH]c4ccccc34)CS2)c1 | 1.1 | 94 | 22 | 1.2 | 8 | -2 | -7 | -0.11 | 99 | -22
O=C(O)CCC(=O)NC1CCCCCCC1 | 1 | 101 | 9 | 1 | 2 | 0 | 4 | x | 101 | -9
C=CCNc1nc(S(=O)Cc2ccc(C)cc2)nc2c1CCCC2 (stereo unspecified) | 1.1 | 94 | -4 | 1.6 | 6 | 11 | -6 | -0.16 | 92 | 4
Cc1ccc(C)c(-n2cc(CNCCCn3cccn3)c(-c3ccccc3)n2)c1 | 1 | 92 | 20 | 1.1 | 7 | 14 | 0 | -0.75 | 94 | -20
CC(C)Cc1c(O)nc(SCC(=O)Nc2ccc3c(c2)CCC3)[nH]c1=O | 1.1 | 102 | 11 | 1 | -1 | 9 | -8 | x | 95 | -10
Cc1cc2ccccc2nc1SCC(=O)Nc1nc(-c2ccccc2)cs1 | 1 | 99 | -6 | 1.1 | 2 | -4 | -3 | -1.4 | 110 | 6
Cc1n[nH]c(=S)n1/N=C/c1cccc(OCc2ccccc2)c1 | 1 | 106 | 19 | 1.1 | -9 | 13 | 1 | 0.32 | 91 | -19
CCCCNC(=O)C(=O)N/N=C/c1cccc(Br)c1 | 1.1 | 102 | 3 | 1.7 | -3 | 14 | -7 | x | 89 | -4
O=C(O)c1cc2ccccc2n1-c1ccccc1 | 1 | 103 | 1 | 0.96 | -5 | 2 | -4 | x | 102 | -1
Nc1nnc(COc2cccc(C(F)(F)F)c2)s1 | 1.1 | 103 | -8 | 1.2 | -2 | 6 | -6 | -0.72 | 100 | 8
O=C(Oc1c(CN2CCOCC2)cc(Cl)c2cccnc12)c1ccccc1 | 1.1 | 94 | -53 | 1.6 | 5 | 13 | -7 | 2.5 | 95 | 53*
C#CCOc1nc(C)cc(C)c1S(=O)(=O)c1ccccc1C | 1 | 95 | 88 | 0.9 | 5 | 6 | -3 | 0.8 | 96 | -88
CC(O)CNCc1ccccc1C(F)(F)F (stereo unspecified) | 1 | 98 | 3 | 0.91 | 0 | -2 | -5 | 0.3 | 107 | -2
O=C(CC1SCCNC1=O)Nc1ccc(F)c(Cl)c1 (stereo unspecified) | 1 | 97 | -2 | 1.1 | 1 | 2 | -2 | 0.028 | 104 | 2
CCn1ccnc1CN(C)Cc1nc(CCC(C)C)no1 | 1.1 | 104 | 7 | 1.1 | -7 | 7 | -6 | -0.11 | 96 | -7
COn1c(SCC(N)=O)nc2ccccc2c1=O | 1 | 102 | 0 | 1.1 | -2 | 1 | 4 | x | 104 | 0
O=C(COc1cccc(Cl)c1)Nc1nc(-c2ccc(S(=O)(=O)N3CCOCC3)cc2)cs1 | 1 | 94 | 7 | 0.5 | 7 | 2 | 1 | -0.57 | 99 | -7
O=C(CN(Cc1ccccc1)S(=O)(=O)c1ccccc1)N1CCOCC1 | 1.1 | 102 | 0 | 0.96 | -2 | 4 | -7 | x | 101 | 0
